JMJD2E inh: JMJD2E (human) inhibition. B2RXH2. JMJD2E catalytic domain, FDH-coupled NADH fluorescence (FDH is formaldehyde dehydrogenase). Potency, µM (titrated, usually from 57.1 µM), inactives show at the top dose activity change, negative = inhibition, most hits filed as inhibitors. 230,000 compounds, 1.6% hits. AID 2147; active means well fitted inhibition curve with a large enough effect, not every such curve was filed as active; inconclusive means small, poorly fitted or top-dose-only effect, or another doubt; inactive means no such curve, though single readings can be large or run the other way;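 further: 0% = wells with enzyme and -100% = buffer wells without enzyme; nearly all actives have a fitted effect of over 50% in size; many of its hits are not listed in these tables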
Target sequence (B2RXH2 1-337 limits assumed): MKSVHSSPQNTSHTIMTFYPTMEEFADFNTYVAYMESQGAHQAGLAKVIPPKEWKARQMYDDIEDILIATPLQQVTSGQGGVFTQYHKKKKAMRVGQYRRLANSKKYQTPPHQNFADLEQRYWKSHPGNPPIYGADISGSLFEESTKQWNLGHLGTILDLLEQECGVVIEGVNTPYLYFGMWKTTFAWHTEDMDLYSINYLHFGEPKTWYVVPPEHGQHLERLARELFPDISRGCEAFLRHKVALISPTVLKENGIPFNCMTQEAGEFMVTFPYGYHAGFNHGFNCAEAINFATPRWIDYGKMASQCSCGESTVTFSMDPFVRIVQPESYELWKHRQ
ALDH1A1 block: blocks purified human ALDH1A1 activity; Purified ALDH1A1, NADH fluorescence, propionaldehyde substrate; Potency, µM (top dose mostly 75.3 µM), for the others: top-dose activity, negative = inhibition, actives largely listed as inhibitors; 220,000 compounds, 7.3% hits; AID 1030; active means well fitted inhibition curve with a large enough effect, not every such curve was filed as active; inconclusive means small, poorly fitted or top-dose-only effect, or another doubt; inactive means no such curve, though single readings can be large or run the other way;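 further: plate controls were no enzyme wells and a reference inhibitor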
Target sequence (P00352 whole entry, looked up): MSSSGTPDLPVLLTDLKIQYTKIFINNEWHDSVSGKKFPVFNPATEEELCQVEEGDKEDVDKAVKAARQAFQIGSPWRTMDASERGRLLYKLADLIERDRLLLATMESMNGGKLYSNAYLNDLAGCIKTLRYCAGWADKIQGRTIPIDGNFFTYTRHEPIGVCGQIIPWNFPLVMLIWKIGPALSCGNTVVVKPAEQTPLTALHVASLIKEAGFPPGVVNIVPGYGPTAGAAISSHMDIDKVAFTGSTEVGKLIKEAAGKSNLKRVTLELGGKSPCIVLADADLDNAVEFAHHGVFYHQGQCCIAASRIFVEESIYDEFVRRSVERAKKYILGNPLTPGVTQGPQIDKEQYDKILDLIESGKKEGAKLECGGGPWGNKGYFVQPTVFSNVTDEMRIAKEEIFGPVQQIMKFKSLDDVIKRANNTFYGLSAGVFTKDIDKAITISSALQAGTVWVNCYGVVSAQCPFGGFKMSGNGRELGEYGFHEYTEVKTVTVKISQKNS
KinaseGlo FLuc: blocks Kinase-Glo luciferase, a counter-screen artifact; Q27757; Kinase-Glo luciferase, ATP luminescence, 8 min; Potency, µM (series often up to 38.3 µM), inactives show at the top dose activity change, negative = inhibition, hits mostly inhibitors; 200,000 compounds, 0.28% hits; AID 1379; further: on the % scale 0 is the no-effect control and ±100 the full control effect; nearly all actives have a fitted effect of over 60% in size
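Compounds were added to a substrate mix at pH 7.2 (50 mM imidazole, 10 uM ATP, within the enzyme's linear range), followed by Kinase-Glo detection reagent; luminescence was measured after 8 minutes at ambient temperature.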
L3MBTL1 block: inhibitors of human L3MBTL1; Q9Y468; AlphaScreen L3MBTL1–H3K9me1 peptide binding; Potency, µM (highest dose often 57.1 µM), inactives show top-dose activity, negative = inhibition, actives largely listed as inhibitors; 230,000 compounds, 0.66% hits; AID 485360; further: on the % scale 0 is the no-effect control and ±100 the full control effect; nearly all actives have a fitted effect of over 60% in size
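First, the protein-peptide complex forms for 30 min at room temperature (L3MBTL1 50 nM, biotinylated H3K9me1 peptide 75 nM). Next, compounds are pin-transferred and incubated 30 min. Finally, AlphaScreen beads are added and read after 30 min.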
Tau fibril ThT: blocks human tau fibril formation measured by thioflavin T | 270,000 compounds, 2.1% hits | recombinant tau K18 P301L (four-repeat tau fragment), heparin-induced fibrillization, ThT fluorescence | AID 1460 | P10636 | Potency, µM (top dose mostly 57.4 µM), for the others: top-dose activity, negative = inhibition, usual class: inhibitors; further: on the % scale 0 is the no-effect control and ±100 the full control effect; nearly all actives have a fitted effect of over 55% in size
Target sequence (P10636 561-689 P618L limits assumed): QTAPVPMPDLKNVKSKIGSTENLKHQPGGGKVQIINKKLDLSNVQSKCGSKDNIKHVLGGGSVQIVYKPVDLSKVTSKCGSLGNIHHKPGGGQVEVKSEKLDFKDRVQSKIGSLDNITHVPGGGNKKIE
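Aggregation was driven by heparin (20 uM final) acting on recombinant tau […] bearing P301L in 100 mM sodium acetate pH 7; fibrils were detected with Thioflavin T.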
RECQ1 inh: blocks DNA unwinding by human RECQ1; P46063; 240,000 compounds, 0.54% hits; AID 2549; Potency, µM (highest dose often 57.3 µM), for the others: at the highest dose activity, negative = inhibition, actives largely listed as inhibitors; RECQ1 DNA unwinding, red fluorescence kinetic read;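 further: plate controls were vehicle for no effect and no enzyme for full effect; nearly all actives have a fitted effect of over 30% in size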
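50 nM RECQ1T1 preincubated 15 min with compound in Tris pH 8.0 buffer with MgCl2, DTT, Tween-20 and 2.5 ug/ml poly(dI-dC); started with 200 nM TAMRA/BHQ-2 forked duplex and 2 mM ATP. Unwinding read as fluorescence (525/598 nm), two reads 2 h apart.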
LMNA splice mod: modulators of lamin A splicing | Potency, µM (highest dose often 46.1 µM), without a hit: at the highest dose ratio change, negative = inhibition, most hits filed as inhibitors | HeLa LMNA splicing GFP/RFP minigene ratio, 48 h | 200,000 compounds, 0.01% hits; active means well fitted inhibition curve with a large enough effect in the signal ratio, with a control signal flat, not every such curve was filed as active; inconclusive means small, poorly fitted or top-dose-only effect, or effect the other way, or a change in a side signal; the % refers to the signal ratio; further: on the % scale 0 is the no-effect control and ±100 the full control effect
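S3 HeLa stable clones carrying a lamin A-EGFP splicing minigene plus DsRed2 were seeded at 600 cells/well in Opti-MEM with 2% FBS, pin-dosed and incubated 48 h at 37°C. Acumen cytometry (488 nm) gave the GFP/RFP total-intensity ratio.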
SMN2 splice up: increases expression of the SMN2 splice variant. HEK293 SMN2-luciferase splicing reporter, luminescence, 30-36 h. Potency, µM (doses to about 46.1 µM), inactives show top-dose activity change, positive = activation, most hits filed as activators. 210,000 compounds, 2.8% hits. AID 1458; further: % of control where 0% means no effect; nearly all actives have a fitted effect of over 55% in size
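HEK293 cells carry an SMN2 […]–luciferase reporter in which exon 7 inclusion puts luciferase in frame. Cells were plated 10-12 h before compound addition, then incubated 30-36 h at 37C. ONE-Glo luminescence was read; sodium butyrate at 4.5 mM final served as control.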
The depositor's hits bear a star; i = inactive; ? = inconclusive; . = no result given; & = joins results of further samples; [ ] = another dose, or the depositor's remark. Unless noted, the call rests on the fitted dose curve; in most records, active means well fitted curve in the direction sought with a large enough effect; inconclusive means small, poorly fitted or top-dose-only effect, or another doubt; inactive means no such curve, though single readings can be large; an effect the other way counts as inactive or inconclusive. Potency means the concentration at half of the fitted maximal effect. Only part of the results is shown; count on the stated rates, not on these rows.

no.	mol	JMJD2E inh	ALDH1A1 block	KinaseGlo FLuc	L3MBTL1 block	Tau fibril ThT	RECQ1 inh	LMNA splice mod	SMN2 splice up
1	CCN(Cc1ccccc1)C(=O)CCCOc1ccccc1	-1%	-3%	-5%	15%	-12%	i	?	10%
2	CCOC(=O)c1sc2nc(SC)nc(-c3ccccc3)c2c1N	2%	-5%	8%	9%	-7%	-4%	0%	-20%
3	CCSc1nnc(NC(=O)[C@@H](NC(=O)c2cccc(C)c2)C(C)C)s1	-7%	1%	3%	-3%	-4%	-1%	-16%	11%
4	O=C(O)C1CCCN(CCC=C(c2ccccc2)c2ccccc2)C1 (stereo unspecified)	9%	3%	0%	.	4%&-4%	-12%&-1%	?	-15%&0%
5	O=C(c1ccc(CSc2ccccc2)cc1)N1CCCCCC1	6%	?	-5%	8%	-14%	-15%	?	?
6	S=c1[nH]nc(-c2cc3ccccc3o2)n1Cc1ccccc1	?	?	-3%	-9%	-13%	-2%	5%	-41%[inhibitor]
7	CC1CN(CCCCOc2ccc3ccccc3c2)CC(C)O1 (stereo unspecified)	?	-8%	2%	-1%	-3%	-5%	?	1%
8	O=C(O)c1ccc(N=NN2CCOCC2)cc1	-3%	4%	0%	-6%	?	-3%	-14%	-3%[1.84 µM]
9	Cc1ccc(-n2c(SCC(=O)NCc3ccco3)nc3sc(C)c(C)c3c2=O)cc1	0%	-5%	1%	-47%	1%	-5%	-8%	1%
10	Nc1nnc(SCCOc2ccccc2)s1	1%	?	-11%	39%[activator]	-6%	-8%	-17%	10%
11	CCN(CCCCN1C(=O)c2ccccc2C1=O)c1ccc2c(c1)C(=O)N(C)C2=O	-4%	?	-2%	-19%	-11%	28µM*	-6%	-21%
12	N/C(=C\C(=O)c1cc(Cl)ccc1O)C(Cl)(Cl)Cl	-2%	.	.	-22%	18µM*	-4%	.	.
13	CCc1c(C)c(C#N)c2nc3ccccc3n2c1NCc1ccccn1	?	?	1%	16%	-3%	i	?	-7%
14	N#C/C(=N\O)c1nc2ccccc2[nH]1	-21%	-9%	-2%	-6%	-13%	7%	-12%	-21%
15	COc1ccc(NC(=O)c2ccc(CN(c3cc(Cl)ccc3C)S(=O)(=O)c3ccccc3)cc2)cc1OC	2%	?	6%	-1%	7%	-2%	-3%	-33%[inhibitor]
16	O=C(NC(=S)Nc1ccc(S(=O)(=O)NC2CCCCC2)cc1)c1cccs1	-1%	2%	.	-17%	11%	1%	?	.
17	C/C(Cn1nnc2ccccc21)=N\OC(=O)c1ccccc1C	3%	-3%	1%	-6%	0%	-1%	2%	14%
18	COc1ccc(-n2cc(-c3ccccc3)nc2SC)cc1	-5%	11%	-1%	-13%	?	-4%	?	20µM*
19	CC1(CC(=O)O)SC(=O)NC1=O (stereo unspecified)	1%	17%	0%	12%	-3%	-16%	8%	-7%
20	CS(=O)(=O)N(CC(=O)N1CCN(c2ccccc2F)CC1)c1cc(C(F)(F)F)ccc1Cl	3%	?	8%	.	-14%	-1%	-5%	4%
21	Cc1cc(C)cc(Oc2coc3cc(OC(=O)c4cccnc4)ccc3c2=O)c1	?	4%	-2%	14%	-15%	-11%	?	?
22	COCCNC(=S)N/N=C(\C)c1ccc(C)c([N+](=O)[O-])c1	1%	5%	1%	-4%	-9%	4%	-3%	3%
23	COc1ccc(NS(=O)(=O)c2cccc(N/C(=N\S(=O)(=O)c3ccccc3)c3ccc(F)cc3)c2)cc1	0%	4%	4%	-6%	0%	13%	?	?
24	O=C(N/N=C/c1cc2c(cc1Br)OCO2)c1ccccn1	?	0%	.	8%	-10%	-9%	.	.
25	CCCC(=O)N1CCN(C2=NS(=O)(=O)c3ccccc32)CC1	5%	13%	1%	4%	-6%	6%	0%	4%
26	Cc1ccc2c(c1)-c1cc(C)nn1C(c1sccc1C)N2 (stereo unspecified)	?	?	1%	44%[activator]	?	i	?	-18%
27	Clc1ccc2oc(-c3ccccc3)cc(=NCCCN3CCOCC3)c2c1	?	?	1%	.	?	-11%	.	?
28	Cc1cccc(-c2nnc(SCc3ccc(C#N)cc3)n2Cc2ccco2)c1	1%	6%	-2%	-1%	?	-8%	19%	-19%
29	COC(=O)C1=C(C)NC(=O)CC1c1cccc(Cl)c1Cl (stereo unspecified)	3%	3%	3%	-9%	-3%	13%	-5%	-10%
30	CN1CCN(C(=O)c2c(NC(=O)c3ccco3)sc3c2CCC(C(C)(C)C)C3)CC1 (stereo unspecified)	?	13µM*	-2%	-5%	-11%	7%	2%	-16%

Record cards, from the list above. Order of values: JMJD2E inh	ALDH1A1 block	KinaseGlo FLuc	L3MBTL1 block	Tau fibril ThT	RECQ1 inh	LMNA splice mod	SMN2 splice up
CCc1c(C)c(C#N)c2nc3ccccc3n2c1NCc1ccccn1 across the screens: ?	?	1%	16%	-3%	i	?	-7%
Cc1ccc(-n2c(SCC(=O)NCc3ccco3)nc3sc(C)c(C)c3c2=O)cc1 across the screens: 0%	-5%	1%	-47%	1%	-5%	-8%	1%

Remaining list, next part
no.	mol	JMJD2E inh	ALDH1A1 block	KinaseGlo FLuc	L3MBTL1 block	Tau fibril ThT	RECQ1 inh	LMNA splice mod	SMN2 splice up
31	CN(Cc1ccccc1)S(=O)(=O)c1ccc(OCC(=O)N2CCOCC2)cc1	7%	-15%	7%	0%	-1%	-5%	0%	-14%
32	N#Cc1cc2c(nc1Cl)CCCC2	-5%	3%	-6%	-1%	14%	-1%	3%	?
33	COc1ccc(S(=O)(=O)NC2CCCC2)c(Cl)c1Cl	7%	?	-6%	.	-7%	-5%	5%	2%
34	O=C(Nc1cccc([N+](=O)[O-])c1)c1ccc2c(c1)OCO2	7%	-1%	-11%	2%	?	-5%	?	30%
35	O=C(CS(=O)(=O)c1ccc(Cl)cc1)NCCS(=O)(=O)c1ccc(Cl)cc1	9%	2%	0%	10%	2%	4%	-1%[46 µM]	-1%
36	CC12CN3CC(=O)N4CC5(C)CN(CC(C)(C4)C5=O)C(=O)CN(C1)CC(C)(C3)C2=O	-5%	-4%	.	1%	-6%	-7%	-7%	.
37	CCC(C)NC(=O)c1cn(CC)c2ccc(S(=O)(=O)N(C)C)cc2c1=O (stereo unspecified)	3%	?	2%	-12%	2%	4%	-5%	4%
38	CC(C)=CC(=O)OCC(=O)NC1CCCc2ccccc21 (stereo unspecified)	6%	8%	1%	7%[11.4 µM]	-7%	-4%	.	-26%
39	Cc1cc(=O)[nH]c(SCC2(O)C3CC4CC(C3)CC2C4)n1 (stereo unspecified)	-1%	?	-4%	.	3%	-10%	6%	.
40	COc1ccc2nc(CC(C)(C)CC(=O)O)c[n+]([O-])c2c1	?	?	-14%	8%	7%	-1%	7%	?
41	COc1ccccc1-c1ccc(SCc2ccc([N+](=O)[O-])cc2)nn1	0%	3%	-1%	-23%	?	-13%	7%[1.84 µM]	-32%[inhibitor]
42	CN(Cc1cccs1)C(=O)CCc1ccc(S(=O)(=O)N2CCOCC2)cc1	-2%	?	-1%	6%	4%	-3%	1%	-20%
43	CCN(CC)C(=O)CSc1nc2ccccc2c(=O)[nH]1	-16%	?	4%	.	5%	-5%	-17%	.
44	COc1ccc(C)cc1NC(=O)Nc1cccc(C)c1	-4%	-12%	.	-5%	?	-17%	.	.
45	C/C(=N/NS(=O)(=O)c1ccccc1)c1ccc(Cl)cc1	11%	5%	-1%	8%	-1%	i	?	-16%
46	CCCCCn1c(NCc2ccco2)nc2ccccc21	-4%	11%	4%	.	-18%	-2%	-3%	10%
47	Clc1ccc(-c2csc(N/N=C\c3cccnc3)n2)cc1	-1%	8%	0%	5%	?	-6%	-12%	-24%
48	COc1ccc(Cl)cc1NC(=O)CSc1nc(N2CCCCC2)nc(N2CCCCC2)n1	-6%	9%	-1%	-1%	-11%	-4%	-1%	-47%[inhibitor]
49	Cc1c(C(=O)Nc2ccc3oc(-c4cccnc4)nc3c2)oc2ccccc12	?	?	4%	41%[activator]	?	-13%	?	-13%
50	CCC1CCCCN1C(=O)c1ccc(OC2CCN(C(=O)C3CC3)CC2)cc1 (stereo unspecified)	?	-7%	-2%	1%	?	13%	?	.
51	N#Cc1ccccc1OCC(=O)NC(N)=O	0%	-3%	-5%	.	-9%	-2%	0%	?
52	CN1C(=O)NC(c2ccc(O)cc2)C2=C1CN(c1cccc3ccccc13)C2=O (stereo unspecified)	-9%	10%	-5%	.	-3%	-14%	?	-9%
53	c1ccc(-c2ccc(-c3cn4c(n3)CCC4)cc2)cc1	?	?	-11%	.	-10%	i	?	27%
54	CS(=O)(=O)c1ccc2nc(NC(=O)c3cccs3)sc2c1	-7%	-4%	?	8%	3%	5%	?	2.2µM*
55	CCN(CC)C(=O)c1sc(NC(=O)c2ccco2)c(C#N)c1C	-6%	2%	6%	7%	-11%	-2%	-9%	9%
56	CCn1c(SCC(=O)c2ccc(O)c(O)c2)nnc1-c1ccccc1	13µM*	-4%	-1%	?	?	-22%	-22%	?
57	CC(C)(C)NC(=O)C(=O)NNC(=O)c1cccc([N+](=O)[O-])c1	-2%	5%	-1%	-1%	-3%	0%	2%[46 µM]	23%
58	CCOc1ccc(-c2nc(N)ncc2-c2ccccc2)c(O)c1	-4%	-9%	0%	-7%	-9%	-7%	?	-23%
